# RECQ1 helicase: qHTS Assay for Inhibitors of RecQ-Like Dna Helicase 1 (RECQ1). RECQ1 DNA unwinding, red fluorescence kinetic read. Potency, µM (top dose mostly 57.3 µM), for the others: at the top dose activity, negative = inhibition, hits mostly inhibitors. 240,000 tested, 0.54% active. AID 2549, 2010;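 note: plate controls were vehicle for no effect and no enzyme for full effect; nearly all actives have a fitted effect of over 30% in size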
#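 RECQ1T1 50 nM; forked duplex (20 bp + 30-nt ss tails) 200 nM, ATP 2 mM final; pH 8.0, 2 mM MgCl2, 2.5 ug/ml poly(dI-dC); 15 min compound preincubation; discontinuous kinetic read over 2 h at RT.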
# Tau fibril ThT: qHTS for Inhibitors of Tau Fibril Formation, Thioflavin T Binding; Microtubule-associated protein tau (Homo sapiens), P10636; recombinant tau K18 P301L (four-repeat tau fragment), heparin-induced fibrillization, ThT fluorescence; Potency, µM (top dose mostly 57.4 µM), without a hit: at the highest dose activity, negative = inhibition, most hits filed as inhibitors; 270,000 tested, 2.1% active; AID 1460, 2008; note: % is set by controls: 0 for no effect and ±100 for the full control effect; nearly all actives have a fitted effect of over 55% in size
# Target sequence (P10636 561-689 P618L limits assumed): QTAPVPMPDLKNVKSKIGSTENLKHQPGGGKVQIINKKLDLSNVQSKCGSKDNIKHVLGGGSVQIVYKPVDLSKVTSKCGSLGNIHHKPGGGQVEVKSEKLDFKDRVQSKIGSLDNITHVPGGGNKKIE
#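 Tau K18 P301L fragment (15 uM unlabeled plus 0.24 uM Alexa 594-labeled) in 100 mM sodium acetate pH 7 with compound, fibrillization induced by 20 uM heparin for 6 hr at 37 C. Thioflavin T (30 uM) added, fluorescence read after 1 hr (ex 450, em 510 nm).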
# SMN2 splice up: qHTS Assay for Enhancers of SMN2 Splice Variant Expression | HEK293 SMN2-luciferase splicing reporter, luminescence, 30-36 h | Potency, µM (top dose mostly 46.1 µM), for the others: at the top dose activity change, positive = activation, hits mostly activators | 210,000 tested, 2.8% active | AID 1458, 2008; note: % of control where 0% means no effect; nearly all actives have a fitted effect of over 55% in size
#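 HEK293 cells carry an SMN2 […]–luciferase reporter in which exon 7 inclusion puts luciferase in frame. Cells were plated 10-12 h before compound addition, then incubated 30-36 h at 37C. ONE-Glo luminescence was read; sodium butyrate at 4.5 mM final served as control.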
# Lamin A splicing: qHTS Assay for Modulators of Lamin A Splicing; 200,000 tested, 0.01% active; HeLa LMNA splicing GFP/RFP minigene ratio, 48 h; Potency, µM (top dose mostly 46.1 µM), without a hit: at the top dose ratio change, negative = inhibition, usual class: inhibitors; active = well fitted inhibition curve with a large enough effect in the signal ratio, with a control signal flat, not every such curve was filed as active; inconclusive = small, poorly fitted or top-dose-only effect, or effect the other way, or a change in a side signal; the % refers to the signal ratio; note: % is set by controls: 0 for no effect and ±100 for the full control effect
#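 S3 HeLa stable clones carrying a lamin A-EGFP splicing minigene plus DsRed2 were seeded at 600 cells/well in Opti-MEM with 2% FBS, pin-dosed and incubated 48 h at 37°C. Acumen cytometry (488 nm) gave the GFP/RFP total-intensity ratio.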
# L3MBTL1 block: qHTS Assay for the Inhibitors of L3MBTL1; 230,000 tested, 0.66% active; AlphaScreen L3MBTL1–H3K9me1 peptide binding; Potency, µM (titrated, usually from 57.1 µM), without a hit: top-dose activity, negative = inhibition, actives largely listed as inhibitors; AID 485360, 2010; note: % is set by controls: 0 for no effect and ±100 for the full control effect; nearly all actives have a fitted effect of over 60% in size
# Target sequence (Q9Y468 whole entry, looked up): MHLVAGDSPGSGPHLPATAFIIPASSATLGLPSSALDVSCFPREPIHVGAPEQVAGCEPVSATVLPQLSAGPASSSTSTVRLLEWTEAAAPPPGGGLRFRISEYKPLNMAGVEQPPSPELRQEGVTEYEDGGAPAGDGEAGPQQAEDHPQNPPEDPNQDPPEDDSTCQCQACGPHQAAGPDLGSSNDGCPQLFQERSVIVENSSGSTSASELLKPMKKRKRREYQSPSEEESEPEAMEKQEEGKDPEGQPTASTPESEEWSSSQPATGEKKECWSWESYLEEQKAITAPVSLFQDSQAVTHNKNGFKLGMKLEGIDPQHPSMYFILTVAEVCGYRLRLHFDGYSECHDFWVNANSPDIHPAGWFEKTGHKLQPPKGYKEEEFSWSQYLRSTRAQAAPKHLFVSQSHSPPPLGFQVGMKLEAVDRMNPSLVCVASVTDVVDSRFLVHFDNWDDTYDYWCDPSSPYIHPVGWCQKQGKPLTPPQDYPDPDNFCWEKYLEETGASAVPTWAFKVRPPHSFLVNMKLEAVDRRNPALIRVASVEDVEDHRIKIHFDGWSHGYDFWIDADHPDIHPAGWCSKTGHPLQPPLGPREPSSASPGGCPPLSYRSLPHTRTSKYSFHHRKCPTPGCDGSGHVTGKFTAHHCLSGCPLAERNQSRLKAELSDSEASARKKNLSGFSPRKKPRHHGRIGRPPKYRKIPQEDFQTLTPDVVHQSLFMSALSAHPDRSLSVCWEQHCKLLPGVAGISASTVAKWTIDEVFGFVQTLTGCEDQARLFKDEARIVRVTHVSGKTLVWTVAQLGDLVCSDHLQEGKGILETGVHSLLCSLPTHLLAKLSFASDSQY
#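 Displacement of a biotinylated histone H3(1-15) peptide monomethylated at Lys9 (75 nM) from L3MBTL1 (50 nM) was measured by AlphaScreen after a 30 min room-temperature compound incubation; cefsulodin titration served as intraplate control.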
# JMJD2E inh: qHTS Assay for Inhibitors of Human Jumonji Domain Containing 2E (JMJD2E). Lysine-specific demethylase 4E (Homo sapiens), B2RXH2. JMJD2E catalytic domain, FDH-coupled NADH fluorescence (FDH is formaldehyde dehydrogenase). Potency, µM (titrated, usually from 57.1 µM), for inactives: at the top dose activity change, negative = inhibition, actives largely listed as inhibitors. 230,000 tested, 1.6% active. AID 2147, 2009; active = well fitted inhibition curve with a large enough effect, not every such curve was filed as active; inconclusive = small, poorly fitted or top-dose-only effect, or another doubt; inactive = no such curve, though single readings can be large or run the other way;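 note: 0% = wells with enzyme and -100% = buffer wells without enzyme; nearly all actives have a fitted effect of over 50% in size; many of its hits are not listed in these tables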
# ALDH1A1 inh: qHTS Assay for Inhibitors of Aldehyde Dehydrogenase 1 (ALDH1A1); Purified ALDH1A1, NADH fluorescence, propionaldehyde substrate; Potency, µM (series often up to 75.3 µM), inactives show at the top dose activity, negative = inhibition, actives largely listed as inhibitors; 220,000 tested, 7.3% active; AID 1030, 2008; active = well fitted inhibition curve with a large enough effect, not every such curve was filed as active; inconclusive = small, poorly fitted or top-dose-only effect, or another doubt; inactive = no such curve, though single readings can be large or run the other way;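 note: plate controls were no enzyme wells and a reference inhibitor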
# KinaseGlo FLuc: Counterscreen for Luciferase (Kinase-Glo TM) Inhibition; Luciferin 4-monooxygenase (Photuris pensylvanica), Q27757; Kinase-Glo luciferase, ATP luminescence, 8 min; Potency, µM (top dose mostly 38.3 µM), for the others: at the top dose activity change, negative = inhibition, actives largely listed as inhibitors; 200,000 tested, 0.28% active; note: % is set by controls: 0 for no effect and ±100 for the full control effect; nearly all actives have a fitted effect of over 60% in size
#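 Recombinant Kinase-Glo luciferase, 10 uM ATP (linear range), luciferin; imidazole pH 7.2 / KCl / MgCl2 / Tween / BSA buffer; 8 min RT; luminescence.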
# An asterisk follows results filed as active; i = inactive; ? = inconclusive; . = not tested or not shown; & = joins results of further samples; [ ] = dose if it differs, or a comment. Unless noted, calls come from the whole dose curve; as a rule, active = well fitted curve in the direction sought with a large enough effect; inconclusive = small, poorly fitted or top-dose-only effect, or another doubt; inactive = no such curve, though single readings can be large; an effect the other way counts as inactive or inconclusive. Potency is the fitted concentration of half-maximal effect. An excerpt, so the mix of outcomes need not match the whole.
SMILES,RECQ1 helicase,Tau fibril ThT,SMN2 splice up,Lamin A splicing,L3MBTL1 block,JMJD2E inh,ALDH1A1 inh,KinaseGlo FLuc
CCOCC(=O)Nc1ccc(F)c(F)c1,-5%,1%,3%,-5%,.,4%,-1%,-5%
Cc1ccc(C)c(N2C(=O)CN=C2Nc2ccccc2Cl)c1,-4%,?,-27%,9%,9%[11.4 µM],-4%,?,-4%
COc1ccc(/C=N\NS(=O)(=O)c2ccc(C)cc2)cc1COc1ccccc1[N+](=O)[O-],9%,13%,-54%[inhibitor],?,-19%,-1%,?,-2%
CCOc1ccc(N(CC(=O)O)S(=O)(=O)c2ccc(F)cc2)cc1,-1%,-8%,-2%,5%,-11%,-10%,?,2%
O=C(CCc1nnc(CCCCc2ccccc2)o1)NCCC1CCCCO1 (configuration not stated),i,-8%,.,.,0%,1%,-4%,.
Cc1ccc(-c2ccc(/C=C3\C(=O)ON=C3c3ccccc3)o2)c([N+](=O)[O-])c1,0%,16µM*,0%,?,-2%,-4%,8.9µM*,2%
COCCCNS(=O)(=O)c1ccc(Oc2ncc(C(F)(F)F)cc2Cl)cc1,9%,-27%,-67%[inhibitor],?,-1%,-4%,?,8%
O=C(O)Cc1cc(I)c(Oc2ccc(O)c(I)c2)c(I)c1,-7%,-18%,?,?,-9%,13%,5%,-2%
COc1ccc(CSc2nnnn2C)cc1F,0%,1%,-7%,0%,33%[activator],-3%,?,-1%
CC1CCCC(NC(=O)COC(=O)CCSc2ccccc2)C1C (configuration not stated),-3%,-5%,-12%,-5%[46 µM],14%,2%,-15%,4%
Cc1nn(C)c(Oc2ccc(Cl)cc2)c1C(=O)Nc1ccc(F)cc1F,1%,-5%,-28%,-3%,8%,0%,1%,-1%
CCCCN(CCCNC(=O)C1CCN(S(=O)(=O)N2CCOCC2)CC1)Cc1ccccc1,-4%,-9%,.,-2%,3%,3%,9%,.
Cc1noc(C)c1C(=O)Nc1ccc(F)c(F)c1,-9%,-7%,0%,15%,.,0%,9%,0%
CCOc1c2ccc(C(=O)N[C@H](C)C3CCCCC3)cc2nn1CCOC,-2%,-14%,12%,-9%,-2%,?,?,0%
O=C1CN(C(=O)/C=C/c2ccco2)c2ccccc2N1,-2%,-8%,10%,-13%[46 µM],-27%,2%,?,-1%
Cc1csc(=NC(=O)c2ccccc2)n1CCO,i,-6%,-37%,-5%,.,5%,2%,-6%
CC(CN1CCCCC1)OC(=O)Cc1ccc(Cl)cc1 (configuration not stated),6%,-3%,-11%,0%,-2%,3%,-3%,0%
COc1cc(NC(=S)NC(=O)c2cc(C)cc(C)c2)ccc1NC(=O)c1cccs1,3%,?,4%,-10%,28%,-5%,14µM*,2%
Cc1ccc(CN2CCN(/N=C/c3cc([N+](=O)[O-])ccc3Cl)CC2)cc1,-3%,-11%,-26%,-12%,.,-3%,-1%,-4%
Cc1ccc(Cn2nnc3c(=O)[nH]c(C4CCCN(S(=O)(=O)c5ccccc5)C4)nc32)cc1 (configuration not stated),-2%,?,-18%,9%,.,-1%,-9%,0%
CC(=O)N1C(=S)NC(=O)/C1=C1/C(=O)N(CC(=O)Nc2cccc(C)c2)c2ccccc21,-7%,?,26%,?,-9%,-4%,?,2%
Cc1ccc(NC(=O)C(C)N2C(=O)c3ccccc3C2=O)cc1S(=O)(=O)N1CCOCC1 (configuration not stated),i,3%,0%,16%[46 µM],5%,-8%,7%,2%
CCC(C)NC(=O)c1ccc(CSc2nc3ccncc3n2Cc2ccc(F)cc2)cc1 (configuration not stated),0%,-3%,7%,-8%,3%,8%,-14%,0%
Cc1cc(NC(=O)CN2CCN(S(=O)(=O)c3ccc(Cl)cc3)CC2)no1,-11%,-8%,13%,0%,.,-2%,7%,-7%
CN1C(=O)N(C)C2C1NC(=O)N2C (configuration not stated),-8%,6%,13%,6%,1%,2%,7%,14%
# Other records
SMILES,RECQ1 helicase,Tau fibril ThT,SMN2 splice up,Lamin A splicing,L3MBTL1 block,JMJD2E inh,ALDH1A1 inh,KinaseGlo FLuc
CCOc1ccccc1NC(=O)Nc1ccc(Br)cn1,-2%,-1%,0%,-9%[46 µM],1%,18%,-2%,0%
Cc1cc(NC(=O)c2ccco2)ccc1NC(=O)Cc1cccs1,-8%,-10%,18%,0%,-2%,7%,16%,-5%
CC(C)NC(=S)N1CCn2c(nc3ccccc32)C1,-9%,-6%,-17%,-11%,6%,5%,20%,-1%
CCSc1nnc(NC(=O)c2cc(-c3ccc(C)c(C)c3O)n[nH]2)s1,-6%,?,12%,-11%,-3%,9%,10%,-2%
C=C(C)C1CC=C(C)C(O)C1 (configuration not stated),-9%&0%,1%,-5%,.,.,.,10%&2%,4%[39.9 µM]
Cc1nnc(SC2CC(=O)N(c3ccccc3)C2=O)s1 (configuration not stated),-1%,?,-14%,3%,1%,-3%,0.71µM*,6%
CC(C)C(=O)Nc1ccc(N2CCN(S(C)(=O)=O)CC2)cc1,-5%,-8%,-1%,5%,.,-1%,11%,-3%
O=C(OCCCN=C1NS(=O)(=O)c2ccccc21)c1cccs1,i,4%,-5%,.,-1%,-11%,8%,1%
CCOC(=O)Cc1cc(OC)c(OC)cc1Cc1cc(OC)c(OC)cc1CC(=O)OCC,-3%,-5%,-3%,-6%,-1%,7%,2%,-5%
CCOc1ccc(N2CC(C(=O)NCCN3C(=O)S/C(=C\c4cccnc4)C3=O)CC2=O)cc1 (configuration not stated),i,22µM*,-6%,-8%[46 µM],1%,1%,-8%,-2%
Cn1c(-c2cccc3ccccc23)n[nH]c1=S,-15%,9%,-4%,?,3%,?,-6%,-1%
O=C(O)c1cc2ccccc2c2cc(Br)ccc12,-8%,-1%,.,.,3%,2%,-6%,.
COc1ccccc1NC(=O)CSc1nc2ccccc2n1C(C)=O,4%,-11%,-23%,?,-3%,2%,-10%,-2%
Oc1ccc2c(c1)OC(c1ccc(O)c(O)c1)C(O)C2 (configuration not stated),-11%,?,-4%,?,.,16µM*,?,-1%
O=C(COc1ncnc2ccc(Br)cc12)N1CCOCC1,-1%,5%,19%,3%,.,1%,7%,1%
Cc1ccc(-n2c(N)c(C#N)c(-c3ccccc3)c(C#N)c2=O)cc1,i,-6%,0%,4%,.,?,?,-2%
CC(C)OCCCNC(=O)C(C)Oc1ccccc1 (configuration not stated),-9%,-19%,2%,4%,.,2%,-1%,-2%
CCN(CCCNC(=O)CCCOc1cc(=O)n(C)c2ccccc12)Cc1ccccc1,3%,-8%,7%,-16%[46 µM],.,4%,-10%,1%
CN1CCN(C(=O)c2ccc(CSc3ccc(Cl)cc3)cc2)CC1,-12%,-1%,-42%[inhibitor],?,-14%,11%,9%,0%
Clc1ccc(COc2ccccn2)c(Cl)c1,-13%,-3%,5%,-7%,3%,0%,5%,9%
COc1ccc(CNC(C)C2COc3ccccc3O2)c(OC)c1 (configuration not stated),-6%,-11%,.,?,-6%,5%,8%,.
O=C(c1ccc(N2CCN(C3CC(=O)N(c4ccc(F)cc4)C3=O)CC2)cc1)c1cccnc1 (configuration not stated),-1%,?,-16%,0%,.,-1%,-7%,-1%
CCCc1c(-c2ccc(O)cc2)nn(-c2ccc(O)cc2)c1-c1ccc(O)cc1,-36%&-14%,-14%&-7%&-8%,-18%,?,.,?,5%&1%,-2%&1%
Cc1cc(C)n(CC(=O)N2CCCC(C(=O)c3cccc(OC(C)C)c3)C2)n1 (configuration not stated),-8%,-5%,.,?,-5%,7%,-6%,1%
Cc1ccc2[nH]c3c(=O)n(Cc4ccccn4)cnc3c2c1,-17%,-20%,-14%,-3%,1%,?,?,3%

# Laid out differently: three of the compounds above
Compound | RECQ1 helicase | Tau fibril ThT | SMN2 splice up | Lamin A splicing | L3MBTL1 block | JMJD2E inh | ALDH1A1 inh | KinaseGlo FLuc
COc1ccccc1NC(=O)CSc1nc2ccccc2n1C(C)=O | 4% | -11% | -23% | ? | -3% | 2% | -10% | -2%
C=C(C)C1CC=C(C)C(O)C1 (configuration not stated) | -9%&0% | 1% | -5% | . | . | . | 10%&2% | 4%[39.9 µM]
Cc1ccc2[nH]c3c(=O)n(Cc4ccccn4)cnc3c2c1 | -17% | -20% | -14% | -3% | 1% | ? | ? | 3%

# Next section.
SMILES,RECQ1 helicase,Tau fibril ThT,SMN2 splice up,Lamin A splicing,L3MBTL1 block,JMJD2E inh,ALDH1A1 inh,KinaseGlo FLuc
CCN(CC)S(=O)(=O)c1ccc(C)c(N=C=S)c1,-8%,5%,14%,?,-3%,-18%,?,7%
O=C(Nc1ccc(Oc2cccnc2)cc1)c1ccc([N+](=O)[O-])cc1,-14%,3%,-31%[inhibitor],.,16%,3%,19%,0%
Cc1cc2ccccc2c(=O)n1CC(=O)NCC(=O)N1CCN(c2ccccc2)CC1,-20%,-1%,-6%,4%,12%,?,?,2%
Cc1ccc(C(=O)NCC(=O)OCC(=O)N2CCCc3ccccc32)cc1,4%,-4%,1%,?,12%,6%,?,-1%
Nc1nc2ccccc2n1C(=O)c1ccc(F)cc1,i,9%,.,?,-2%,?,-3%,?
O=C(CCc1ccccc1)Nc1ccccc1,i,?,.,.,10%,-7%,1%,-2%
Cc1cccc(N2N=C(C(=O)N3CC(=O)Nc4ccccc43)CCC2=O)c1,-2%,-14%,5%,.,.,-4%,0%,0%
COCCNC(=O)C(C)Oc1ccc(Cl)cc1Cl (configuration not stated),-4%,-7%,14%,3%,0%,-2%,10%,-2%
CC1(C(=O)N/N=C/c2ccc([N+](=O)[O-])o2)CC1(Br)Br (configuration not stated),i,-1%,4%,?,5%,0%,-8%,1%
